Bioassay records as filed in PubChem BioAssay.
Pol beta inh: blocks human DNA polymerase beta activity; P06746; AID 485314; Potency, µM (top dose mostly 114 µM), for inactives: top-dose activity change, negative = inhibition, most hits filed as inhibitors; Pol beta primer extension/strand displacement, fluorescence kinetic; 340,000 compounds, 1.3% hits; further: on the % scale 0 is the no-effect control and ±100 the full control effect
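Kinetic readout of DNA synthesis with strand displacement by Pol beta. Compound and 10 nM enzyme sit 15 min at room temperature; 50 nM substrate starts the reaction, read immediately and at 10 min.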
Pol kappa inh: DNA polymerase kappa (human) inhibition | Q9UBT6 | purified Pol kappa, fluorescent DNA synthesis assay, 10 min | Potency, µM (titrated, usually from 107 µM), for inactives: top-dose activity, negative = inhibition, hits mostly inhibitors | 400,000 compounds, 0.53% hits | AID 588579; further: on the % scale 0 is the no-effect control and ±100 the full control effect
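First, compounds were pin-transferred onto 10 nM Pol kappa. After 15 min at room temperature, substrate was added to 50 nM final. Fluorescence was then measured kinetically at 0 and 10 min.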
BLM inh: inhibitors of human Bloom syndrome helicase BLM | 350,000 compounds, 0.2% hits | P54132 | recombinant BLM DNA unwinding, fluorescence dequenching | Potency, µM (highest dose often 56.1 µM), for inactives: at the highest dose activity change, negative = inhibition, usual class: inhibitors;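 further: plate controls were vehicle for no effect and no enzyme for full effect; nearly all actives have a fitted effect of over 35% in size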
APEX1 inh: blocks human APE1 abasic DNA cleavage | P27695 | recombinant APE1, TAMRA/BHQ-2 abasic DNA cleavage fluorescence | Potency, µM (highest dose often 65.8 µM), without a hit: at the highest dose activity change, negative = inhibition, most hits filed as inhibitors | 350,000 compounds, 0.35% hits | AID 2517;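 further: plate controls were vehicle for no effect and reference inhibitor for full effect; nearly all actives have a fitted effect of over 55% in size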
Target sequence (P27695 whole entry, looked up): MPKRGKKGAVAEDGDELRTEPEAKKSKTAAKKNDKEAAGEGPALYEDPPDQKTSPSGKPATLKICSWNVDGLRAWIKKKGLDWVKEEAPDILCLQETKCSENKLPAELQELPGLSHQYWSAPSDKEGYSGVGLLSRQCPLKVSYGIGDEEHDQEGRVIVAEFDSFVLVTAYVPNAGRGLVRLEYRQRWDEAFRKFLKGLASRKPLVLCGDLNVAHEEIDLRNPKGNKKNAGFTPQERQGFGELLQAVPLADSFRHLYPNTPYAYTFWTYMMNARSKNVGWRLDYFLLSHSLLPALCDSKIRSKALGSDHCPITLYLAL
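Incision of a quenched TAMRA/BHQ-2 THF abasic-site duplex (50 nM) by 0.75 nM APE1, after 15 min compound preincubation, measured as fluorescence increase over three 60 s reads. Values normalized to buffer, DMSO and NSC13755 control wells.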
POLH inh: inhibitors of human DNA polymerase eta; Q9Y253; 390,000 compounds, 1.2% hits; Potency, µM (titrated, usually from 114 µM), without a hit: at the highest dose activity change, negative = inhibition, hits mostly inhibitors; recombinant Pol eta, fluorescent DNA replication assay; further: on the % scale 0 is the no-effect control and ±100 the full control effect
Target sequence (Q9Y253 whole entry, looked up): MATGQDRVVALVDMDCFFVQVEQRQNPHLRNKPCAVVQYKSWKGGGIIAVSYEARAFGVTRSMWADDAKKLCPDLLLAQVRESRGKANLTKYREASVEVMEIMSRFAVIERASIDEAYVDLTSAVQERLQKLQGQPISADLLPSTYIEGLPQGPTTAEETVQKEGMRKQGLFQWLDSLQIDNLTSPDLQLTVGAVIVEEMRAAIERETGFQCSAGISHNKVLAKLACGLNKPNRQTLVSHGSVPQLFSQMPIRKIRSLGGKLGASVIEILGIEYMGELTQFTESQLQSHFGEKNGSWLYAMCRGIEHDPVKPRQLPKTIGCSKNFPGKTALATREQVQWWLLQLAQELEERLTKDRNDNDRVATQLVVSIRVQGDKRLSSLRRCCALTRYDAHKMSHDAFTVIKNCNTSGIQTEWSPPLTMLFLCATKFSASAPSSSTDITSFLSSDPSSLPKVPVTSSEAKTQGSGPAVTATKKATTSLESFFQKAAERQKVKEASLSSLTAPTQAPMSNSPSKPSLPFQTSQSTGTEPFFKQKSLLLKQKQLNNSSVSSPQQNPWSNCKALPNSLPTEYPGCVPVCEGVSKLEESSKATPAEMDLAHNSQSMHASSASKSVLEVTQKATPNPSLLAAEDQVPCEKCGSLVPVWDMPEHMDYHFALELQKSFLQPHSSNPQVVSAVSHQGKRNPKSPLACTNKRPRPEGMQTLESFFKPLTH
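Fluorescent replication assay: 50 nM final substrate added after a 15 min room-temperature compound preincubation with 10 nM enzyme. Signal taken at 0 min and again at 10 min.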
G9a block: blocks human histone lysine methyltransferase G9a | G9a H3K9 monomethylation, AlphaScreen, 2 h | Potency, µM (highest dose often 102 µM), without a hit: at the highest dose activity, negative = inhibition, hits mostly inhibitors | 350,000 compounds, 8.8% hits | Q96KQ7; further: on the % scale 0 is the no-effect control and ±100 the full control effect; nearly all actives have a fitted effect of over 75% in size
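G9a (20 nM) was preincubated 15 min with compound, then reacted 2 h at room temperature with 500 nM biotin-H3K9 peptide and 20 µM SAM. Monomethyl-H3K9 detected by AlphaScreen using anti-H3K9me1 antibody.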
Anesthetic bind: candidate novel general anesthetic via apoferritin binding. P02791. apoferritin/1-aminoanthracene competitive binding, fluorescence. Potency, µM (doses to about 77.5 µM), for inactives: top-dose activity change, negative = displacement, usual class: inhibitors. 350,000 compounds, 0.074% hits. AID 485281; further: on the % scale 0 is the no-effect control and ±100 the full control effect; nearly all actives have a fitted effect of over 20% in size
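In PBS, apoferritin at 10 uM is loaded with 1-AMA from a 50% saturated solution. After 10 min of compound exposure at ambient temperature, reduced 535 nm fluorescence indicates probe displacement.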
Pol iota inh: blocks human DNA polymerase iota activity; 390,000 compounds, 1% hits; Pol iota fluorescent replication assay, 10 min; Potency, µM (series often up to 115 µM), for inactives: at the highest dose activity, negative = inhibition, hits mostly inhibitors
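Fluorescent replication assay read twice, at 0 min and 10 min after adding 50 nM (final) substrate. Enzyme (10 nM) and compounds were first incubated 15 min at room temperature; enzyme-free buffer wells were negative controls.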
BAZ2B block: blocks human BAZ2B; Q9UIF8; AlphaScreen BAZ2B-H3K14Ac peptide displacement; Potency, µM (titrated, usually from 114 µM), for the others: top-dose activity change, negative = inhibition, usual class: inhibitors; 360,000 compounds, 4.4% hits; further: on the % scale 0 is the no-effect control and ±100 the full control effect; nearly all actives have a fitted effect of over 60% in size
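Protein-peptide AlphaScreen: BAZ2B 50 nM, b-H3K14Ac 50 nM, 1x PBS pH 7.4 + 0.01% Tween-20. Preincubation 30 min RT; cpd 30 min RT (top 110 uM); beads 20 min RT, light-protected.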
Numbers without * were called inactive; ? = inconclusive; · = not tested or not shown; & = joins results of further samples; [ ] = remark or other dose. The call rests on the fitted dose curve; in most records, active means well fitted curve in the direction sought with a large enough effect; inconclusive means small, poorly fitted or top-dose-only effect, or another doubt; inactive means no such curve, though single readings can be large; an effect the other way counts as inactive or inconclusive. Potency means the concentration at half of the fitted maximal effect.

SMILES	Pol beta inh	Pol kappa inh	BLM inh	APEX1 inh	POLH inh	G9a block	Anesthetic bind	Pol iota inh	BAZ2B block
Cc1ccsc1-c1nc(CN(C)C(C2CC2)C2CC2)c(C)o1	-21.6%	-5.2%	-1.2%	4.6%	-9.1%	-36.4%	-17.3%	9.6%	-22.1%
COc1ccc(CN2C(=O)c3ccccc3C2C(=O)NC2CCC(C)CC2)c(OC)c1 (stereo unspecified)	-3.5%	-14.1%	-5.5%	0.3%	?	-6.3%[59 µM]	-9.0%	12.8%	-16.4%
CCCN1CCN(c2ncnc3sc(C(=O)Nc4ccc(N(CC)CC)cc4C)c(C)c23)CC1	7.1%	-14.4%[60.1 µM]	1.3%	·	-8.9%	14.1µM*	61.5%[activator]	-9.9%	28.2µM*
CN(C(=O)c1cccnc1)c1nnc(-c2cccnc2)s1	-1.4%	-16.5%	-0.4%	1.5%	-1.2%	15.6%	-6.8%	3.2%	-1.2%
O=C(Nc1ccc2c(c1)CCC2)c1cc(S(=O)(=O)Nc2ccc(F)cc2)c(Cl)cc1Cl	-1.5%	-15.6%	-25.1%	-2.6%	?	10µM*	-2.8%	9.1%	-6.6%
Cc1ccc(NC(=O)CSc2nc3c(cc2C#N)C(=O)CCC3)cc1S(=O)(=O)N(C)C	32.4%	-19.3%	2.7%	0.7%	-8.3%	17.1%[59 µM]	-16.0%	12.2%	6.6%
CCC(=O)N1c2ccc(S(=O)(=O)CCC(=O)Nc3nccs3)cc2CC1C (stereo unspecified)	5.6%	7.5%	-1.8%	1.1%	-10.2%	53.6%[activator][0.501 µM]	-3.8%	?	-5.5%
CCOC(=O)c1c(NC(=O)CSc2nc(-c3ccc(OC)cc3)cc(C(F)(F)F)n2)sc(C)c1C	?	-0.7%	-4.8%	·	-16.8%	4.47µM*	-8.0%	-0.2%	-8.7%
CS(=O)(=O)Cc1ccc(C(=O)NCC2(N3CCCCC3)CCCCC2)cc1	3.7%	0.5%	-0.2%	21.4%	-16.3%	12.0%	2.2%	68.1%[activator]	3.6%
COCCn1c(-c2ccccc2)csc1=Nc1cccnc1	0.9%	-9.0%	0.4%	-3.4%	-5.0%	39.8µM*	-6.1%	-1.3%	39.8µM*
CC1CN(C(=O)COC(=O)c2ccc3ncsc3c2)CC(C)O1 (stereo unspecified)	·	0.8%	·	10.9%	-9.0%	·	·	-10.4%	·
CCCCn1c(=N)n(CC(=O)c2ccco2)c2ccccc21	15.2%	1.5%[60.1 µM]	2.1%	-1.0%	-7.5%	1.4%[12.7 µM]	-13.3%	?	-7.3%
Cn1nnnc1CCOCCc1nnnn1C	-1.0%	-2.8%	0.0%	7.0%	-19.9%	14.0%	-5.3%	21.1%	-4.5%
O=C(/C=C/NNC(=O)c1ccccc1)c1ccccc1	-1.6%	-6.4%	5.4%	-0.4%	-2.1%	-6.7%	-20.1%	-9.1%	?
O=C(c1csc2c1CCCC2)N1CCN(c2cccc(C(F)(F)F)c2)CC1	-3.5%	-7.9%	-14.1%	-0.7%	-16.8%	-10.1%[59 µM]	-9.7%	-5.2%	-15.5%
CC(OC(=O)CNC(=O)c1ccc(Cl)cc1)C(=O)NC1CCCCC1C (stereo unspecified)	·	-4.0%	·	-9.3%	1.3%	-33.4%	·	18.9%	-1.7%
N#CCCCSc1nnc(CSc2nc3ccccc3s2)n1-c1ccccc1	8.8%	-23.5%	-4.1%	-9.5%	-5.6%	?	-15.9%	-0.1%	-34.4%
CCOC(=O)c1ccc(NC(=O)CSCC(=O)OCC(=O)c2ccccc2)cc1	-5.7%	1.7%	-3.1%	-4.8%	-14.1%	-5.1%[59 µM]	-3.5%	-16.6%	2.4%
Cc1ccc(C)c2[nH]c(=O)c(CN(CC3CCCO3)S(=O)(=O)c3ccc4c(c3)OCCO4)cc12 (stereo unspecified)	5.0%	-14.7%	-3.0%	1.1%	-5.5%	14.6%[12.7 µM]	-7.3%	-9.1%	-1.5%
COCCCNC(=O)C1C2C=CC3(CN(Cc4ccc(C)cc4)C(=O)C13)O2 (stereo unspecified)	21.4%	-6.6%	-1.5%	-1.4%	-7.1%	-1.0%	-4.0%	1.6%[58.9 µM]	7.2%
Cc1cc(C)c(Cn2c3ccccc3c3cnn(CC(=O)NC4CCC(C)CC4)c(=O)c32)c(C)c1 (stereo unspecified)	-2.2%	-17.0%	-6.2%	·	-25.8%	14.8%[59 µM]	-0.8%	-1.1%	4.8%
CC1(CCc2ccccc2)NC(=O)N(CC(=O)N2CCCCCC2)C1=O (stereo unspecified)	·	-13.1%	·	-12.6%	-10.6%	-2.0%	·	37.0%[activator]	-2.5%
COc1cccc(CNCCNC(=O)c2ccco2)c1OC	-0.2%	1.0%	0.6%	1.0%	-1.7%	11.2µM*	0.1%	4.5%	50.1µM*
COc1ccc2[nH]c(=O)c(CN(C(C)=O)c3cccc(C)c3)cc2c1	32.1%	-11.7%	-0.6%	0.7%	-1.7%	0.0%	-10.3%	18.1%	3.2%
N#Cc1ccc(C(c2nnnn2C2CCCC2)N2CCC(Cc3ccccc3)CC2)cc1 (stereo unspecified)	1.7%	-10.0%	-2.6%	0.5%	-13.3%	24.4%	-5.9%	22.7%	-8.1%

The last 2 records of the part above come first, to join the parts:
SMILES	Pol beta inh	Pol kappa inh	BLM inh	APEX1 inh	POLH inh	G9a block	Anesthetic bind	Pol iota inh	BAZ2B block
COc1ccc2[nH]c(=O)c(CN(C(C)=O)c3cccc(C)c3)cc2c1	32.1%	-11.7%	-0.6%	0.7%	-1.7%	0.0%	-10.3%	18.1%	3.2%
N#Cc1ccc(C(c2nnnn2C2CCCC2)N2CCC(Cc3ccccc3)CC2)cc1 (stereo unspecified)	1.7%	-10.0%	-2.6%	0.5%	-13.3%	24.4%	-5.9%	22.7%	-8.1%
Cc1nc2nc(C)c(CCC(=O)N3CCc4ccccc43)c(C)n2n1	1.2%	-3.1%	-1.4%	0.5%	-9.2%	11.1%[0.501 µM]	-11.1%	9.4%	3.3%
CN(C)CCCCCCN(C)C	·	1.4%[19.4 µM]	0.6%	2.1%	·	10.4%[12.7 µM]	·	·	·
COc1cccc(NC(=O)c2ccnc(N3CCC(C(=O)NCc4cc(OC)ccc4OC)CC3)c2)c1	-9.6%	-6.9%	-5.2%	45.3%[activator]	-18.0%	-2.8%	46.0%[activator]	20.3%	-27.9%
CC(=O)c1ccc(NC(=O)CN(C)CC(=O)Nc2cccc(F)c2)cc1	0.5%	1.0%	-2.2%	-4.6%	-17.2%	-0.5%[59 µM]	-4.9%	10.8%	-14.9%
CCOC(=O)N1CCC(Nc2c(NCCN3CCN(Cc4ccccc4)CC3)c(=O)c2=O)CC1	-10.3%	-1.1%	1.0%	0.7%	-13.3%	32.6%[59 µM]	1.8%	-7.4%	-0.1%
COc1ccc(CSC2=CS(=O)(=O)c3ccccc3N2)cc1	27.2%	-13.9%	-5.4%	-8.1%	11.7%	-24.2%	?	124.8%[activator]	-28.1%
COc1ccc([C@H]2C(C(=O)O)=C[C@@H](CC3CCCC3)N2S(=O)(=O)c2ccc(C)cc2)cc1OC	·	-10.4%	·	-4.5%	-10.8%	·	·	10.7%	·
COc1ccc(NC(=O)CC2SC(=NCC3CCCO3)NC2=O)c([N+](=O)[O-])c1 (stereo unspecified)	16.4%	-9.8%	-3.4%	4.7%	-23.4%	?	-8.5%	45.4%	-20.8%
N#Cc1ccccc1COC(=O)CCC(=O)c1cccs1	·	-17.9%	·	1.4%	-4.0%	-3.9%[12.7 µM]	·	4.5%	10.9%
c1ccc(OCCOCCSc2ncccn2)cc1	13.7%	-15.9%	0.9%	-4.5%	-18.6%	49.0%[12.7 µM]	-14.9%	?	-3.4%
CCn1c(SCC(=O)OC(C)C)nnc1-c1cccc(Cl)c1	-0.2%	-7.2%[60.1 µM]	-1.2%	1.6%	10.3%	4.7%	-16.1%	6.1%	1.6%
CCOC(=O)c1cc(-c2ccccc2)nn1-c1ccccn1	1.0%	0.6%	-3.8%	9.5%	-11.0%	36.8%[12.7 µM]	-12.3%	-11.0%[58.9 µM]	-3.3%
CCCc1nc2oc3c(NCCN4CCOCC4)ncnc3c2c2c1CCCC2	7.0%	-3.8%	0.5%	-3.7%	-7.3%	23.4%[59 µM]	?	15.2%	-4.0%
O=C(O)c1cc(-n2[nH]c(=O)c3ccccc3c2=O)ccc1Cl	-4.0%	-5.9%	-0.7%	38.9%[activator][12.4 µM]	-23.2%	-25.7%[59 µM]	1.2%	3.2%	-0.3%
CCC(CO)Oc1cc(NCc2ccc(C(F)(F)F)cc2)c2ncn(C(C)C)c2c1 (stereo unspecified)	·	-3.9%	·	-6.5%	-21.7%	·	·	?	·
Cc1cc(C)cc(NC(=O)CSc2ccccc2)c1	0.3%	-12.9%	-3.9%	0.1%	7.8%	40.6%	?	-9.3%	12.4%
Cc1cc(C)c[n+](-c2nc([O-])sc2C=O)c1	16.4%	-5.2%	0.9%	-2.5%	-9.8%	7.5%[59 µM]	-6.6%	-4.5%	-3.9%
CC(C)(C)c1ccc(OCC(=O)O)cc1	-1.9%&0.9%	-1.9%	-0.5%&-2.6%	5.7%&-4.4%	1.6%	?	-12.5%&-0.5%	5.8%	4.5%&-11.8%
O=Cc1ccccc1-c1cn(CCCOCc2ccccc2)nn1	25.2%	-3.1%&-22.1%	-0.5%	18.7%	-5.3%	-12.3%	-23.8%	1.5%&49.2%	-5.9%

Part of the list above, showing only Pol kappa inh, BLM inh and APEX1 inh.
| smiles | Pol kappa inh | BLM inh | APEX1 inh |
| --- | --- | --- | --- |
| CN(C)CCCCCCN(C)C | 1.4%[19.4 µM] | 0.6% | 2.1% |
| COc1cccc(NC(=O)c2ccnc(N3CCC(C(=O)NCc4cc(OC)ccc4OC)CC3)c2)c1 | -6.9% | -5.2% | 45.3%[activator] |
| CC(=O)c1ccc(NC(=O)CN(C)CC(=O)Nc2cccc(F)c2)cc1 | 1.0% | -2.2% | -4.6% |
| CCOC(=O)N1CCC(Nc2c(NCCN3CCN(Cc4ccccc4)CC3)c(=O)c2=O)CC1 | -1.1% | 1.0% | 0.7% |
| COc1ccc(CSC2=CS(=O)(=O)c3ccccc3N2)cc1 | -13.9% | -5.4% | -8.1% |

These rows are one share of the data; the hit share may differ from the screen's.
